# KCNK9 block: human KCNK9 channel inhibition | HEK293 KCNK9, FluxOR thallium flux fluorescence; active compounds read low | 310,000 compounds, 1.2% hits | B-score at 10 µM;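 active = ratio B-score over 3 SD below the library mean, with starting fluorescence within 5 SD of its mean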;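 also: negative B-score means less thallium flux so channel inhibition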
# Target sequence (Q9NPC2 whole entry, looked up): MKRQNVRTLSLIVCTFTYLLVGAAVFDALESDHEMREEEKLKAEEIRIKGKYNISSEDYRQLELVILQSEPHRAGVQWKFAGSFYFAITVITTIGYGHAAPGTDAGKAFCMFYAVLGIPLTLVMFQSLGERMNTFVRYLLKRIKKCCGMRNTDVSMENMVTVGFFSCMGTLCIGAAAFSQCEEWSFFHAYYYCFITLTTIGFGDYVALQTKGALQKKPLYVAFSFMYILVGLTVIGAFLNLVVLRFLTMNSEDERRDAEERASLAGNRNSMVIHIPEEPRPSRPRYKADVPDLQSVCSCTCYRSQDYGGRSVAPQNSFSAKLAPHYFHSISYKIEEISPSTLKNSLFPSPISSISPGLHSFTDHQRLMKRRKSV
# SKKanGAS inh: blocks kanamycin growth of S. pyogenes SKKanGAS strain; BacTiter-Glo, 6 h; AID 1662; 300,000 compounds, 1.3% hits; inhibition, % at 7.5 µM;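 active = mean replicate score, as percent of positive control median, at least 50; inconclusive = mean below 50 but one replicate at or above 50; inactive = mean and every replicate below 50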;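 also: strain carries kanamycin resistance gene driven by streptokinase promoter and grows in 40 µg/ml kanamycin; loss of luminescence reflects streptokinase promoter inhibition or plain growth inhibition; 0% = median of DMSO wells and 100% = positive control at its reference dose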
# KCNQ1 inh: inhibitors of human KCNQ1 potassium channel. P51787. CHO-K1 KCNQ1, FluxOR thallium flux fluorescence; active compounds read high. B-score at 10 µM. 310,000 compounds, 1.3% hits;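 active = compounds whose thallium flux B-score, printed positive for inhibition, exceeds three library SD while starting fluorescence stays within three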;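 also: channel opened by potassium depolarization with thallium stimulus after 20 min compound exposure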
# RGS4 pot: RGS4 potentiation or activation; AID 463111; B-score at 10 µM; HEK293 M3R/inducible RGS4, carbachol calcium flux Fluo4; active compounds read low; 310,000 compounds, 0.92% hits;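 active = B-score of the integrated calcium signal more than 4 SD below the library mean, with starting fluorescence not abnormally high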;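 also: negative B-score means reduced calcium response which marks RGS4 activation or potentiation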
#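 Also added: carbachol at ECmax as muscarinic agonist stimulus; Assay system: HEK293 cells with stable M3R and inducible RGS4; Timing: overnight RGS4 induction, 30 min dye load 37 °C, 20 min compound RT; Measured by: Fluo4-AM (2 µM) calcium-flux fluorescence, kinetic read.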
# KCNQ1 act: potentiators or activators of human KCNQ1 potassium channel | 310,000 compounds, 0.35% hits | P51787 | B-score at 10 µM | CHO-K1 KCNQ1, thallium flux FluxOR fluorescence; active compounds read high;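 active = fluorescence ratio B-score, a plate-corrected score, at least three library SD, with initial intensity B-score within 5 SD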
#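 Assay system: stable KCNQ1 CHO-K1 line; medium: assay buffer, equal DMSO in all wells; timing: 90 min dye loading and 20 min compound exposure, both at room temperature; technique: kinetic FluxOR thallium fluorescence, 10-s 1-Hz baseline, 110-s post-stimulus read; read-out basis: B score of baseline-normalized fluorescence ratio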
# RGS4 inh: inhibitors of human RGS4; HEK293 M3R/RGS4 inducible, Fluo-4 calcium flux; active compounds read high; triggered by carbachol at its EC20; B-score at 10 µM; 310,000 compounds, 0.45% hits; AID 463165;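 active = B-score, a plate-corrected calcium signal, over three deviations above library mean, with baseline fluorescence within five deviations of library mean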;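 also: RGS4 expression induced by doxycycline in cells with stable M3 receptor; B-score is computed from the integrated fluorescence ratio over baseline after carbachol; higher B-score means a larger calcium signal and so more RGS4 inhibition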
# Target sequence (P49798 whole entry, looked up): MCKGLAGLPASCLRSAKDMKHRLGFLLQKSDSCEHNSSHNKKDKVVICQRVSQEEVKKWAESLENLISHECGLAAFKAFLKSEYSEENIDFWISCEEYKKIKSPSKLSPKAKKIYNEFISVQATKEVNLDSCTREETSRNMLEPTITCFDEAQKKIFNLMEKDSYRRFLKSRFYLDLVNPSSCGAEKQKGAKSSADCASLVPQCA
# ANO1 activ: activates or potentiates the mouse TMEM16A chloride channel; AID 623877; Q8BHY3; HEK293 TMEM16A/YFP-H148Q/I152L, iodide quench fluorescence; active compounds read low; 340,000 compounds, 0.3% hits; B-score at 10 µM;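 active = fluorescence-ratio B-score plate-corrected deviation score at least 3 library SD below zero, with starting fluorescence score within 5 deviations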;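 also: channel opened by trigger with iodide after compound preincubation; score built on the fluorescence ratio of max minus min over baseline; more negative score means more quench and so TMEM16A activation or potentiation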
# hERG protect: shields human hERG channel from block by proarrhythmic agents; Q12809; CHO-hERG, FluxOR thallium flux, dofetilide IC70 present; activation (rescue from dofetilide block), less the hit threshold, % at 10 µM; 310,000 compounds, 0.51% hits; AID 1511;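 active = activation above the mean of controls blocked by dofetilide plus 5 SD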;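 also: thallium influx through hERG after potassium depolarization seen as dye fluorescence rise; in these data hits start at about 4.7%; inactives centre near -7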
# KCNK3 block: human KCNK3 channel inhibition, primary screen | O14649 | CHO-KCNK3 thallium flux, FluxOR fluorescence; active compounds read low | B-score at 10 µM | 340,000 compounds, 0.84% hits;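 active = B-score under library mean minus 4 SD, starting fluorescence ratio at most library mean plus 5 SD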;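 also: more negative B-score means stronger inhibition of thallium flux through KCNK3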
# Target sequence (O14649 whole entry, looked up): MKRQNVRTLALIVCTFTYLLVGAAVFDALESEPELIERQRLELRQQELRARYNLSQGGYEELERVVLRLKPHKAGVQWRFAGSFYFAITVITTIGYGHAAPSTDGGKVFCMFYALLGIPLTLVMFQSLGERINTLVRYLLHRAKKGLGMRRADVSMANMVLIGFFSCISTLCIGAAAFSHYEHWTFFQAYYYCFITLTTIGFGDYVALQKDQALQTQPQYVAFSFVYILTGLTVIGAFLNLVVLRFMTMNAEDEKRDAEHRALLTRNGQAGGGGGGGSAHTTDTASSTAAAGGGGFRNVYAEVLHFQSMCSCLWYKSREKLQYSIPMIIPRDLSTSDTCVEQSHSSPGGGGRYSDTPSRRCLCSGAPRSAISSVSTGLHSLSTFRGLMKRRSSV
# HDAC3 inhib: inhibitors of human histone deacetylase 3; O15379; recombinant HDAC3, fluorogenic peptide/trypsin coupled, fluorescence; inhibition, % at 8.3 µM; 320,000 compounds, 0.15% hits; AID 2718; in the data active = inhibition above about 26%, passing the limit was not always enough; inconclusive = no clear call, values can overlap the other calls
# TMEM16A inh: inhibitors of mouse TMEM16A calcium-activated chloride channel. HEK293 TMEM16A/YFP iodide influx fluorescence, ionomycin. normalized B-score (activity score, 25-100; higher = stronger inhibition) at 10 µM. 310,000 compounds, 1.2% hits. AID 588511;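 active = ratio plate-corrected score three or more library SD toward inhibition, starting fluorescence score within five deviations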;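 also: score derived from kinetic fluorescence span divided by baseline fluorescence per well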
# * = called active by the depositor; i = inactive; ? = inconclusive; . = not tested or not shown. Compounds were not picked by outcome, and some 6.3% of all compounds hit somewhere here.
SMILES,TMEM16A inh,SKKanGAS inh,KCNQ1 inh,KCNK3 block,KCNQ1 act,KCNK9 block,RGS4 pot,hERG protect,ANO1 activ,RGS4 inh,HDAC3 inhib
CC1CN(C(=O)COC(=O)[C@@H]2CC(O)CN2S(=O)(=O)c2ccc3c(c2)OCCO3)CC(C)O1 (stereo not given in full),i,2.8,i,i,i,i,i,-2.4,i,i,11.0
O=C(Nc1ccc(N2CCOCC2)c(F)c1)c1ccncc1,i,-1.4,i,i,i,i,i,-1.1,i,i,8.8
O=C(c1cc2ccccc2oc1=O)N1CCN(C(=O)C2CCCO2)CC1 (stereo not given),i,-1.9,i,i,i,i,i,-9.9,i,i,-1.5
COc1cccc2c(=O)n(CC(=O)NCCc3ccccc3)ccc12,i,9.8,i,i,i,i,i,-6.4,i,i,1.3
O=C1c2ccccc2C(Nc2ccc(S(=O)(=O)N3CCOCC3)cc2)N1Cc1ccco1 (stereo not given),i,2.1,i,i,i,i,i,-12.2,i,i,2.9
COc1ccc(CCNC(=O)c2cc(-c3cc(C)ccc3O)n[nH]2)cc1OC,i,-6.0,i,i,i,i,i,-1.4,i,i,?
Cc1csc(NC(=O)Cc2c(F)cccc2Cl)n1,i,-1.8,i,i,i,i,i,-4.7,i,i,2.7
O=c1[nH]c2ccsc2c(=O)n1-c1ccc(F)cc1,i,5.4,i,i,i,i,i,-7.7,i,i,6.4
COc1ccc(-c2cc(C)no2)cc1S(=O)(=O)N(C)Cc1ccco1,i,-2.7,i,i,i,i,i,-6.0,i,i,7.1
COc1ccc2c(c1)c1nnc(SCC(=O)Nc3ccccc3F)nc1n2C,i,13.5,i,i,i,i,i,1.8,i,i,1.5
Cc1nn(C)c(Cl)c1CN1CCCC(CO)(Cc2ccccc2)C1 (stereo not given),i,-6.7,i,i,i,i,i,-21.5,i,i,2.4
Cc1ccc(NC(=O)C(C)N2CCCC2)cc1Cl (stereo not given),i,-2.2,i,i,i,i,i,-2.5,i,i,-3.4
COc1cc2nc(Cl)nc(NCCO)c2cc1OC,i,-3.9,i,i,i,i,i,-5.7,i,i,2.6
O=C(COC(=O)c1ccco1)c1ccc(F)cc1,i,-16.9,i,i,i,i,i,-10.1,i,i,1.1
O=C(c1cc[n+]([O-])cc1)N1CCCC(N2CCN(c3cccc(C(F)(F)F)c3)CC2)C1 (stereo not given),i,22.0,i,i,i,i,i,-7.9,i,i,0.3
Cc1ccc(C23CC4CC(CC(NC(=O)NN)(C4)C2)C3)cc1,i,9.1,i,i,i,i,i,-10.5,i,i,-0.6
COC(=O)c1ccc(NC(=O)CSc2nncn2-c2cccnc2)cc1,i,0.5,i,i,i,i,i,-6.6,i,i,11.4
CC(C)CCN(C(=O)c1ccc(N2CCCC2=O)cc1)c1c(N)n(Cc2ccccc2)c(=O)[nH]c1=O,i,0.7,i,i,i,i,i,-5.4,i,i,9.1
COc1ccc(Nc2nc3nonc3nc2N2CCCCC2)cc1,i,6.1,i,i,i,i,i,-7.8,i,i,1.7
COc1cccc(C(O)c2nc3ccccc3n2C)c1 (stereo not given),i,-1.2,i,i,i,i,i,-10.5,i,i,-14.6
CCOC(=O)COc1cccc2c(=O)n(CC(=O)N3CCCc4ccccc43)ccc12,i,-0.6,i,i,i,i,i,-10.7,i,i,-2.5
O=C(COC(=O)c1n[nH]c2ccccc12)c1cc(F)ccc1F,i,-2.2,i,i,i,i,i,-6.5,i,i,-0.6
CN(C)S(=O)(=O)c1cccc(C(=O)OCC(=O)N2CCCC2=O)c1,i,5.5,i,i,i,i,i,-9.5,i,i,1.2
COc1ccc2[nH]c3ccc(OC)cc3c2c1,i,-6.6,i,i,i,i,i,-3.5,.,i,-10.6
COc1ccc(-c2onc(C)c2-c2ccccc2)c(O)c1,i,-0.5,i,i,i,i,i,-4.8,i,i,10.1
COc1ccc(C(CNC(=O)Cc2c(F)cccc2Cl)N2CCCCC2)cc1 (stereo not given),i,3.6,i,i,i,i,i,-4.7,i,i,-1.6
CC(=O)c1ccc(OCc2cc(C(=O)N3CCCCC3c3cccnc3)no2)cc1 (stereo not given),i,5.7,i,i,i,i,i,-12.7,i,i,3.9
Cc1onc(-c2ccccc2)c1C(=O)N/N=C/c1cccc(O)c1,i,1.0,i,i,i,i,i,-5.7,i,i,-3.9
O=C(Cc1ccc(Br)c2ccccc12)N/N=C/c1ccccn1,25*,-31.7,i,i,i,-7.08*,i,-8.9,i,4.96*,2.7
Cc1cc(SCC(=O)OCC(=O)NCC2CCCO2)c(C)cc1Br (stereo not given),i,7.8,i,i,i,i,i,-13.4,i,i,-0.3
COc1cc(S(=O)(=O)NCCc2ccc3c(c2)OCO3)ccc1-n1cnnn1,i,1.6,i,i,i,i,i,-9.2,i,i,-0.1
COc1cc2nc(Nc3ccc(C)c(C)c3)nc(N)c2cc1OC,i,-5.4,i,-9.26*,i,i,-10.2*,-15.7,i,i,6.0
COc1cccc2cc(C(=O)N3CCc4ccccc4C3)c(=O)oc12,i,-0.7,i,i,i,i,i,-5.1,i,i,-5.9
CC(C)c1ccccc1NC(=S)NCc1nc2ccccc2[nH]1,i,15.0,i,i,i,i,i,-11.5,i,i,0.3
O=[N+]([O-])c1ccc(N/N=C2\CC3CC=CC23)c([N+](=O)[O-])c1 (stereo not given),i,9.1,9*,i,i,i,i,-15.4,i,i,11.4
COc1ccc(OC)c(-n2c(SCC(=O)NCc3ccco3)nnc2-c2c[nH]c3ccccc23)c1,i,0.5,i,i,i,i,i,-8.0,i,i,3.0
O=[N+]([O-])c1ccccc1CNC(Cc1ccccc1)c1ccccc1 (stereo not given),i,-5.1,i,i,i,i,i,-10.2,i,i,3.7
O=C(CSc1nnc2c(n1)[nH]c1ccc(F)cc12)NCc1ccc(F)cc1,i,-3.8,i,i,i,i,i,-0.7,i,i,-0.4
O=C(CSc1ncnc2c1cnn2-c1ccc(Cl)cc1)NCc1ccc2c(c1)OCO2,i,-18.3,i,i,i,i,i,4.7*,i,i,-0.4
O=C(CCN1CCOCC1)c1ccc(Br)cc1,i,0.7,i,i,i,i,i,-14.6,i,8.41*,-5.4
CN(Cc1ccc(F)cc1)S(=O)(=O)c1nnc(NC(=O)c2ccccc2)s1,i,40.8,i,i,i,i,i,-6.1,i,i,-1.2
CSc1ccc(S(=O)(=O)Nc2c(C)n(C)n(-c3ccccc3)c2=O)cc1,i,7.3,i,i,i,i,i,-5.3,i,i,4.4
O=c1c2ccccc2nc2c3ccccc3c(Cl)nn12,.,-4.9,i,.,i,i,i,1.6,.,i,.
COCCOc1ccc(C(F)(F)F)cc1N,i,12.0,i,i,i,i,i,-8.4,i,i,-0.4
CC(C)c1nnc(NC(=O)CCC(=O)NCc2ccco2)s1,i,-0.5,i,i,i,i,i,2.3,i,i,2.0
COc1cccc(C2(O)CCN(CC(=O)NCC3CC3)CC2)c1,i,-0.9,i,i,i,i,i,-11.6,i,i,-2.2
CN1CCN(NC(=O)c2cccc(F)c2)CC1,i,3.9,i,i,i,i,i,-15.3,i,i,-0.9
Cn1c(=O)c2nc3ccccc3nc2n(C)c1=O,i,-1.5,i,i,10*,i,-7.55*,-19.2,i,i,-6.2
CC(Sc1ncnc2ccccc12)C(=O)Nc1ccc2c(c1)OCCO2 (stereo not given),i,-3.9,i,i,i,i,i,-7.1,i,i,0.0
c1cnc(SCCOc2ccc3c(c2)CCC3)nc1,i,7.4,i,i,i,i,i,-7.7,i,i,-1.9

# (more compounds)
SMILES,TMEM16A inh,SKKanGAS inh,KCNQ1 inh,KCNK3 block,KCNQ1 act,KCNK9 block,RGS4 pot,hERG protect,ANO1 activ,RGS4 inh,HDAC3 inhib
Cc1cc(C)cc(OCC(=O)O/N=C(\N)c2cccnc2)c1,.,-2.5,i,i,i,i,i,-9.4,i,i,.
COc1cc(/C=N/NC(=O)c2sc(N)c(C#N)c2C)cc(Br)c1O,i,47.1,i,i,i,i,i,-15.7,i,i,3.8
NC(=O)CSc1nnc(COc2ccc3ccccc3c2)o1,i,-4.5,i,i,i,i,i,-4.5,i,i,-0.6
CCn1c(SCC(=O)c2cc(C)n(CC3CCCO3)c2C)nc2ccccc21 (stereo not given),i,-4.5,i,i,i,i,i,-5.3,i,i,8.5
Cc1c(CC(C)C)nc(N)c(C#N)c1-c1ccccc1,i,-3.3,i,i,i,i,i,-8.0,i,i,-5.4
O=C(COc1ncnc2ccccc12)c1ccc2c(c1)OCCO2,i,-6.1,i,i,i,i,i,-3.7,i,i,9.3
CC1(CCc2ccccc2)NC(=O)N(CC(=O)N2CC(=O)Nc3ccccc32)C1=O (stereo not given),i,-10.0,i,i,i,i,i,-5.8,i,i,3.7
Cn1cnnc1SCC(=O)n1c2ccccc2c2ccccc21,i,-22.3,i,i,i,i,i,-15.7,i,i,0.5
CN1CCN(c2ccc(NC(=O)c3ccc(Oc4ccccc4)cc3)cc2)CC1,i,-2.1,i,i,i,i,-7.7*,-18.0,i,i,1.7
Cc1ccc(-n2[nH]c(C)c(C=Nc3ccc(C)cn3)c2=O)cc1,i,10.4,i,i,i,i,i,-5.8,i,i,-1.5
O=C(NCCOc1ccccc1)c1cccc(S(=O)(=O)NCc2ccccc2)c1,i,-1.8,i,i,i,i,i,-8.4,i,i,-9.1
COc1cccc2c1C(=O)CC1C2CCC2CC(=O)CCC21C (stereo not given),i,1.6,i,i,i,i,i,-2.9,i,i,-0.4
CCN1CCN(c2ccc(NC(=O)c3ccc(Br)o3)cc2)CC1,.,-0.8,i,i,i,i,i,-5.2,i,i,.
Cn1cccc1C(=O)OCc1ccc(F)cc1,i,5.1,i,i,i,i,i,-3.7,i,i,2.4
COCn1c(C(O)c2ccccc2)cc2ccccc21 (stereo not given),i,2.8,i,i,i,i,i,-4.4,i,i,0.0

# Screens (PubChem BioAssay)
